ROC1-CUL1 inh – inhibitors of human ROC1-CUL1 ubiquitin ligase activity | hit rate 0.6% among 140,000 | inhibition, % at 10 µM | P62877+Q13616 | in vitro K48 di-Ub FRET, acceptor:donor ratio, 45 min; in the data active means inhibition above about 25%
Target sequence (P62877 whole entry, looked up): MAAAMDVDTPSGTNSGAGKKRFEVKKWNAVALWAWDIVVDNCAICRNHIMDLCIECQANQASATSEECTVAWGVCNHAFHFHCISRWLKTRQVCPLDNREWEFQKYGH
Target sequence (Q13616 whole entry, looked up): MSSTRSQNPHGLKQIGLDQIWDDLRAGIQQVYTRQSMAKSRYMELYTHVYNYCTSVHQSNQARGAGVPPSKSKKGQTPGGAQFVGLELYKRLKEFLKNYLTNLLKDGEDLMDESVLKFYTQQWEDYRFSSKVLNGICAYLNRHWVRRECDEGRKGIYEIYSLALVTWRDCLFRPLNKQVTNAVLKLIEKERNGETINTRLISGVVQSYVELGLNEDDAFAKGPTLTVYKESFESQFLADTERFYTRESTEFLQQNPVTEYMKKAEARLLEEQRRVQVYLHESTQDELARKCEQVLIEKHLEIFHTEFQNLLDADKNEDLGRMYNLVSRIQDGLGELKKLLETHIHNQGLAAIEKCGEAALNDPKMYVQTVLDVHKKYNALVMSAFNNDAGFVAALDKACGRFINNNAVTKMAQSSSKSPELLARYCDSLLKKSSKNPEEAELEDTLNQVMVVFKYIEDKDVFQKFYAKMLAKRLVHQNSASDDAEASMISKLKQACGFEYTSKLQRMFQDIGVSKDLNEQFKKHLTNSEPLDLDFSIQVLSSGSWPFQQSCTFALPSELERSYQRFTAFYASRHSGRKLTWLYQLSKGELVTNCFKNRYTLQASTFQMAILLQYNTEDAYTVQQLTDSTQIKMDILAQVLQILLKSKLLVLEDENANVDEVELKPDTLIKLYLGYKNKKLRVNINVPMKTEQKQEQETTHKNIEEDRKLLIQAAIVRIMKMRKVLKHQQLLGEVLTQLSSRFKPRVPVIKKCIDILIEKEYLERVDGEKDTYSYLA
Active calls of the source: *. This is a subset; count on the stated rates, not on these rows.

SMILES | ROC1-CUL1 inh
N#Cc1nc(-c2ccccn2)c2c(c1-c1ccccc1)CCC2 | 10
O=C(COC(=O)c1ccc(NC(=O)c2ccccc2)cc1)c1ccc(Cl)c(Cl)c1 | 0
COc1cc(C)c(/C=C/c2c(C)cc(OC)cc2C)c(C)c1 | 0
CCC(Oc1ccc(F)cc1)C(=O)Nc1c(C(=O)c2ccc(C)cc2)oc2ccccc12 (configuration not stated) | -1
Cc1cc(F)ccc1NC(=O)c1c(-c2ccccc2Cl)noc1C | -1
COC(C(=O)Nc1ccccc1SC)c1ccccc1 (configuration not stated) | -7
Cc1ccc(CNC(=O)c2oc3ccc(S(=O)(=O)N4CCCC(C)C4)cc3c2C)cc1 (configuration not stated) | -10
Cc1ccc2c(c1)N(C(=O)N1CCC(C(=O)NC3CCCCCC3)CC1)CC(C)O2 (configuration not stated) | 4
O=C(c1c(F)cccc1Cl)N1CCN(c2ccccn2)CC1 | 6
CC(C)OC(=O)c1c(-c2ccc3ccccc3c2)csc1NC(=O)c1ccco1 | 5
COC(=O)c1nn2c(C(F)(F)F)cc(-c3ccc(Br)o3)nc2c1Br | -8
CCCOc1ccc(C(=O)N(Cc2ccccc2Cl)C2CCS(=O)(=O)C2)cc1 (configuration not stated) | 10
CCOC(=O)c1oc2cc(OC(=O)c3ccccc3OC)ccc2c(=O)c1-c1ccc(Br)cc1 | -2
C=C(C)Cn1c(SC)nc2sc3c(c2c1=O)CCCCC3 | 4
Cc1[nH]c2ccccc2c1Cc1nnc(SCCC#N)o1 | 3
CCc1ccc(C(=O)CSc2nc(-c3ccccc3)nc3c2CCCC3)cc1 | 6
COC(=O)c1ccc(NC(=O)N2CCN(Cc3cc(=O)n4nc(-c5ccc(C)cc5)sc4n3)CC2)cc1 | -2
COc1ccc(CCNC(c2ccccc2)(c2ccccc2)c2ccccc2)cc1OC | -12
COc1cccc(OCc2nc3ccccc3n2CCOc2cccc(C)c2)c1 | -6
CCOC(=O)C1Sc2ccccc2Oc2ccccc21 (configuration not stated) | -10
Cc1ccc(-n2ncc(C(=O)N3CCN(C(=O)c4ccco4)CC3)c2C2CCN(C(=O)OC(C)(C)C)CC2)cc1 | 13
CC(C)(C)CN1CCC(Oc2ccc(C(=O)N3CCCN(C=O)CC3)cc2Cl)CC1 | 20
CC(C)(C)N(Cc1ccccc1)C(=O)COc1ccc(Br)cc1Cl | -1
Cc1ccc(-n2c(SCC(=O)NCc3ccccc3)nc3c([nH]c4ccccc43)c2=O)cc1 | -1
CCC(=O)Nc1nnc(CSCc2ccccc2)s1 | 2
CCOC(=O)c1c(NC(=O)CCN2CCC(C)CC2)sc2c1CCCC2 | -2
O=C(NCCC1COc2ccccc2O1)c1ccc(NC2CCC(O)CC2)nc1 (configuration not stated) | 6
COCCCN1CCc2nc(SCC(=O)Nc3ccc(C)c(Cl)c3)[nH]c(=O)c2C1 | -1
COc1ccc(N2CCN(c3ncnc4c3nnn4C)CC2)cc1 | -8
CC(C)(C)C1CCc2nc(NC(=O)c3ccc([N+](=O)[O-])cc3)sc2C1 (configuration not stated) | 1
C[C@@H]1CN(C(=O)c2cc(COc3ccc4ncccc4c3)on2)C[C@H](C)O1 | 3
COC(=O)C(C)N1C(=O)S/C(=C/c2ccc(OC)c(OC)c2OC)C1=O (configuration not stated) | -7
Cc1cccc(NC(=O)Cn2cc(C(=O)c3ccco3)c3ccccc32)c1 | -5
COc1cccc(-c2nnc(SCC(=O)N3CCCCC3)o2)c1 | 2
Cc1ccc(S(=O)Cc2nc(-c3ccc(C(=O)NCc4cccc(C)c4)cc3)oc2C)cc1 (configuration not stated) | 2
COc1ccc(-c2n[nH]c(-c3ccncc3)n2)cc1OC | -4
CC12CCC(C(=O)N(CSC(=S)N/N=C3\CC4CCC3(C)C4(C)C)C1=O)C2(C)C (configuration not stated) | -6
Brc1cc(-c2ccncn2)cs1 | -3
O=S(=O)(NCc1ccc(Cl)cc1)c1ccc(-c2cnc(C3CC3)o2)cc1 | -5
O=C(O)c1ccccc1C(=O)OC1C=CC2C1C1C=CC2C12OCCO2 (configuration not stated) | -2
COc1ccccc1C(=O)Oc1ccc2oc(=O)sc2c1 | -6
Cc1cccc(C)c1NC(=O)c1cccc(NS(C)(=O)=O)c1C | 2
CCOc1ccc(Cn2c(=O)oc3ccccc32)cc1 | -6
NC(=S)NNC(=O)[C@@H]1CCCC[C@@H]1C(=O)O | 2
COc1cc(C2c3c(n[nH]c3-c3cccs3)OC(=N)C2C#N)cc(Br)c1O (configuration not stated) | -2
CC12CCC(C(=O)Nc3ccc(Br)cc3)(C1Br)C2(C)C (configuration not stated) | -8
Cc1noc(C)c1C(=O)Nc1ccccc1Cl | 3
CN1CCC(CN(CCc2ccccc2)C(=O)Cc2c[nH]c3ccccc23)CC1 | 1
CN(CCc1ccccn1)c1ncccc1CNC(=O)C1CCOCC1 | 0
O=C(NC1CCCCC1)c1cc2nc(-c3ccc(F)cc3)cc(C(F)(F)F)n2n1 | -6
ClC1(Cl)CC1CSc1nnc(-c2ccc(Br)cc2)o1 (configuration not stated) | 5
CN(CCOC(=O)c1ccc(C(C)(C)C)cc1)Cc1ccccc1 | 6
Cn1cc(S(=O)(=O)N2CCCCCC2)cc1C(=O)Nc1ccccc1F | 3
CCc1ccccc1NC(=O)CN(c1ccccc1)S(=O)(=O)c1ccsc1C(=O)OC | 1
CSc1ccc(-c2nnn(Cc3ccccn3)n2)cc1 | -1
CCn1c(-c2ccccc2)c(C(=O)O)c2ccccc21 | 2
Cc1nn(Cc2ccc(C(=O)Nc3ccc(C(F)(F)F)cc3)o2)c(C)c1Br | 0
CN1C(=O)NC(=O)C2C1=NC1=C(C(=O)c3ccccc31)C2c1ccc([N+](=O)[O-])o1 (configuration not stated) | 12
Cc1cccc(-c2nc(CCNC(=O)Cc3ccccc3)cs2)c1 | -1
COc1ccccc1-c1noc(-c2ccc(NCc3ccco3)c([N+](=O)[O-])c2)n1 | 3

Random excerpt: 2 records from the list, in no set order.
SMILES | ROC1-CUL1 inh
CCc1ccccc1NC(=O)CN(c1ccccc1)S(=O)(=O)c1ccsc1C(=O)OC | 1
Cc1nn(Cc2ccc(C(=O)Nc3ccc(C(F)(F)F)cc3)o2)c(C)c1Br | 0

Following part.
SMILES | ROC1-CUL1 inh
Cc1n[nH]c(C)c1Sc1ccccc1 | 4
O=C(Cn1nnnc1CN1CCCCCC1)NCC1CCCO1 (configuration not stated) | 0
COc1ccc(S(=O)(=O)N2CCc3ccccc32)cc1C(N)=O | 9
Cc1ccc(C)c(N2CCN(C(c3ccccc3)c3nnc(-c4ccccc4)o3)CC2)c1 (configuration not stated) | 3
CCn1c(=O)c2c(nc3n(-c4ccccc4)c(C)cn23)n(C)c1=O | 5
CSc1cccc(NC(=O)CN2CCCC2)c1 | 1
COc1cc(OC)cc(C2C(C(=O)OC(C)C)=C(CSc3nc4c(cc3C#N)CCCCC4)OC(=N)C2C#N)c1 (configuration not stated) | 0
CCc1ccc(NC(=O)Nc2ccccc2OCc2cc(=O)n3ccccc3n2)cc1 | -4
Cn1ccc2cc(S(=O)(=O)N3CCCC(C(=O)NCc4ccc(F)cc4)C3)ccc21 (configuration not stated) | 4
COc1ccc(CCNC(=O)Cn2c(=O)nc(-c3ccccc3F)c3cc(Cl)ccc32)cc1OC | -10
COc1ccccc1Oc1ncccc1CNC1CCSCC1 | 1
CCCc1sc(NC(=O)c2ccc([N+](=O)[O-])cc2)nc1-c1ccc(F)cc1 | -4
Cc1ccc(C)n1-c1nnc(N2CCC(C(=O)Nc3ccccc3Br)CC2)s1 | -3
Cc1ccccc1CS(=O)(=O)N1CCC(C)CC1 | 0
O=C(NCCC1=CCCCC1)N1c2ccccc2Sc2ccccc21 | 5
O=C(OCCN1CCOCC1)c1cccc([N+](=O)[O-])c1 | 5
COc1ccc(C2N=C(N)Nc3nc4ccccc4n32)cc1 (configuration not stated) | 5
CCC(=O)C1CCCN(C(=O)CC2(c3ccccc3Cl)CC(=O)N(CCCOC)C2=O)C1 (configuration not stated) | 7
O=C(c1ccccc1)c1cccc(-c2nc(-c3ccccc3)[nH]c2-c2ccccc2)c1 | -3
O=C(CCc1ccccc1)N/N=C/c1cccc2ccccc12 | -1
Cc1cc(/C=N/NC(=O)CSc2nnnn2-c2ccccc2)c(C)n1-c1ccc(F)cc1 | 2
CC(C)NS(=O)(=O)c1ccc(NC(=O)C2CC3C=CC2C3)cc1 (configuration not stated) | -9
CCCSc1nc(N)c2c3c(sc2n1)CC(C)(C)OC3 | -4
Cc1ccc(-n2nnc(C(=O)NC3CCCC3)c2C)cc1C | -3
CCOC(=O)C1CCN(Cn2[nH]c(=O)ccc2=O)CC1 | -7
CCCC(=O)n1nc(-c2ccco2)nc1NCc1ccccc1Cl | 6
CN(C)C(=O)CN(c1cccc(F)c1)S(C)(=O)=O | -9
O=C(NCc1nnc2n1CCN(Cc1ccc3c(c1)Cc1ccccc1-3)CC2)c1ccncc1 | 0
Cc1ccc(-c2nc3ncccc3o2)cc1NC(=O)c1cccc(OCC(C)C)c1 | 4
Cc1nn(S(=O)(=O)c2ccc(C(C)(C)C)cc2)c(C)c1S(=O)(=O)N1CCC(C)CC1 | -2
COc1ccccc1N1CCN(C(=O)Cn2ncc3ccsc3c2=O)CC1 | -8
Cc1ccn2cc(CNC(=O)C3CCCN(C4CCN(C)CC4)C3)nc2c1 (configuration not stated) | -3
COc1ccc(OCC(=O)NCC2(N3CCN(C)CC3)CCCCC2)cc1 | -5
N#C/C(=C\c1ccccc1F)c1nn(CCO)c(N)c1C#N | -6
O=C(CCSc1nnc(-c2ccco2)o1)N1CCOCC1 | 13
CCOC(=O)C(NC(=O)CC)(Nc1ccc(Cl)c(Cl)c1)C(F)(F)F (configuration not stated) | 1
CC(=O)c1c(N2CCOCC2)[nH]c(-c2ccccc2)nc1=S | -2
COc1ccc(CCN2C(=O)O[C@@H]3CN(c4nc(C)cc(C)n4)C[C@@H]32)cc1 | 0
CC1=Nc2cc(C(=O)NCc3ccc(C)cc3)ccc2Sc2ccc(Cl)cc21 | -7
COc1cccc(CNC(=O)COCc2cc(-c3ccc4c(c3)OCO4)on2)c1 | -6
Cc1cc(C)c(S(=O)(=O)NCCN(CCO)S(=O)(=O)c2c(C)cc(C)cc2C)c(C)c1 | -6
Cc1cccc(CC(=O)NC2CC(=O)N(c3ccccc3)C2)c1 (configuration not stated) | 1
COc1cccc(CNC(=O)CCc2c(C)nc3c(c2C)c(=O)n(C)c(=O)n3C)c1 | -1
CCn1c(Cc2ccccc2)nnc1SCC(=O)Nc1cc(Cl)ccc1C | 2
Cc1ccc(CNCc2ccc(F)cc2)s1 | -5
CCC(C)C(=O)C(=O)N1CCC(C2(c3ccccn3)NC(=O)N(CCc3cccs3)C2=O)CC1 (configuration not stated) | 6
COc1ccc(OC)c(CNCc2c(C(=O)O)n(Cc3cccc(F)c3)c3cc(OC)ccc23)c1 | 4
CCn1cc(CN2CCCC2C(=O)Nc2ccc(-n3ccnc3C)cc2)c(C)n1 (configuration not stated) | -6
CN(C(=O)c1cc2c(=O)n3ccccc3nc2n1C)c1ccccc1 | 4
CCc1cc(CNC(=O)Cn2ncc(N3CCOCC3)cc2=O)on1 | -2
CC(NS(=O)(=O)c1ccc(CCC(=O)NCc2ccc(Cl)cc2)cc1)c1ccccc1 (configuration not stated) | -6
CCN1N=C(C(C)(C)C)Cn2c1nc1c2c(=O)n(C)c(=O)n1C | 6
CC(=O)N1C(=O)/C(=C2\SC(=S)N(NS(=O)(=O)c3ccc(C)cc3)C2=O)c2ccccc21 | -7
CC(=O)c1ccc(NC(=O)Cn2cc(S(=O)(=O)Cc3ccccc3Cl)c3ccccc32)cc1 | 2
CC(=O)Nc1ccc(-n2c(C)ccc2C)c(C(=O)NCCc2cc(=O)[nH]cn2)c1 | 0
COc1ccc(-n2c(NN=C(C)C)nc3sc4c(c3c2=O)CC(C)(C)OC4)cc1 | 1
CC1CC=C2C(C#N)C(=N)C(C#N)(C#N)C3(C(=O)N(CCc4ccccc4)c4ccccc43)C2C1 (configuration not stated) | 0
O=C(CNc1ccc(Cl)cc1Br)N/N=C/c1ccc2c(c1)OCO2 | -1
Cc1cc(Br)c(O)c(C=Nc2ccc(Cl)cc2C)c1 | 6
CCOC(=O)c1sc2ncn(CC(=O)Nc3ccc(OC)c(Cl)c3)c(=O)c2c1C | -10

In the list so far, these contain two or more sulfur atoms.
SMILES | ROC1-CUL1 inh
C=C(C)Cn1c(SC)nc2sc3c(c2c1=O)CCCCC3 | 4
CCC(=O)Nc1nnc(CSCc2ccccc2)s1 | 2
CC12CCC(C(=O)N(CSC(=S)N/N=C3\CC4CCC3(C)C4(C)C)C1=O)C2(C)C (configuration not stated) | -6
CCc1ccccc1NC(=O)CN(c1ccccc1)S(=O)(=O)c1ccsc1C(=O)OC | 1
CCCSc1nc(N)c2c3c(sc2n1)CC(C)(C)OC3 | -4
Cc1nn(S(=O)(=O)c2ccc(C(C)(C)C)cc2)c(C)c1S(=O)(=O)N1CCC(C)CC1 | -2
Cc1cc(C)c(S(=O)(=O)NCCN(CCO)S(=O)(=O)c2c(C)cc(C)cc2C)c(C)c1 | -6
CC(=O)N1C(=O)/C(=C2\SC(=S)N(NS(=O)(=O)c3ccc(C)cc3)C2=O)c2ccccc21 | -7
